TSG101-PTAP inh: blocks PTAP/TSG101 interaction to inhibit HIV-1 budding | Fluorescence polarization, FITC-PTAP peptide / Tsg101 binding | 340,000 tested, under 10 active | Potency, µM (titrated, usually from 115 µM), for the others: top-dose activity change, negative = inhibition, usual class: inhibitors | Q99816; active = well fitted inhibition curve with a large enough effect in the main read-out, with a control signal flat, not every such curve was filed as active; inconclusive = small, poorly fitted or top-dose-only effect, or effect the other way, or a change in a side signal; inactive = no such curve, though single readings can be large or run the other way; also: potency is read from the fitted curve at half-maximal effect; % of control where 0% means no effect
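Compounds were pin-transferred onto Tsg101 binding domain (10 uM final) in HEPES pH 7.5 buffer, then FITC-PTAP peptide was added at 50 nM final. After 20 min at RT, polarization reported peptide displacement across a qHTS concentration series.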
ASM inhibitor: inhibitors of human secretory acid sphingomyelinase | placental ASM, HMU-PC fluorogenic substrate, 60 min | Potency, µM (highest dose often 57.5 µM), for inactives: top-dose activity change, negative = inhibition, most hits filed as inhibitors | hit rate 0.006% among 340,000 | AID 504937; also: potency is read from the fitted curve at half-maximal effect
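Human placenta-derived ASM preincubated with compound 10 min at room temperature, then reacted with 9 uM (final) fluorogenic HMU-PC substrate for 60 min at 37 C. Stop solution raises pH to 10; fluorescence read at Ex 386/Em 447 nm.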
PKM2 activator: PKM2 (human) enzyme activation | hit rate 0.34% among 260,000 | purified PKM2, Kinase-Glo ATP luminescence, activation; response scale: 0% is enzyme alone, no compound | Potency, µM (doses to about 57.5 µM), for inactives: at the highest dose activation, most hits filed as activators; also: potency is read from the fitted curve at half-maximal effect; % is scaled to controls: 0 for no effect and ±100 for the full control effect; nearly all actives have a fitted effect of over 55% in size
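hPK-M2, >95% pure; 0.1 mM ADP / 0.5 mM PEP final; imidazole pH7.2 buffer w/ 7 mM MgCl2, 50 mM KCl; 1 h RT; Kinase-Glo lum. Intermediate enzyme activity for dual inhibitor/activator qHTS.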
Chronic BCR inh: chronic active BCR signaling inhibition. hit rate 0.05% among 340,000. Potency, µM (titrated, usually from 46.1 µM), inactives show top-dose ratio change, negative = lower green/red ratio, most hits filed as inhibitors. ABC-DLBCL IkBa-CBG/CBR reporter, luminescence ratio, 4 h; active = well fitted inhibition curve with a large enough effect in the signal ratio, with a control signal flat, not every such curve was filed as active; inconclusive = small, poorly fitted or top-dose-only effect, or effect the other way, or a change in a side signal; the % refers to the signal ratio;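 also: potency is read from the fitted curve at half-maximal effect; plate controls were basal doxycycline-induced cells for no effect and cells given 10 µM MG132 for full effect; MG132 reads +100%, hits lower the ratio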
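TMD8 human ABC-DLBCL cells with doxycycline-inducible IκBα–green luciferase fusion and unfused red luciferase, in 0.5% FBS medium; compounds up to 46 uM, 4 h at 37C. Green/red luminescence ratio, filter-overlap corrected, fitted to concentration-response curves.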
Giardia kill: kills Giardia lamblia; Giardia lamblia trophozoite viability; activity change, % at 7.66 µM, hits read low; hit rate 0.15% among 340,000; in the data active = activity change below about -80%; inconclusive = between about -30% and that limit;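 also: parasites exposed to compound for two days anaerobically before the ATP read; % is scaled to controls: 0 for no effect and ±100 for the full control effect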
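Media and compound were dispensed first, then trophozoites at 100 cells/well; plates sat 48 hrs at 37 deg C without oxygen before ATP luminescence reagent was added and read after 15-30 min at room temperature.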
FBPA coupling cs: coupling enzyme interference in Giardia aldolase counter-screen; coupling enzyme system counterscreen, AmpLite Red fluorescence; activity change, negative = inhibition, % at 58.2 µM, hits read low; hit rate 0.67% among 290,000; AID 2472; in the data active = activity change below about -30%; also: % is scaled to controls: 0 for no effect and ±100 for the full control effect
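Compounds tested against the coupling enzymes alone at 57.5 uM final; readout was AmpLite Red fluorescence (525/598 nm) after 20 min at RT.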
Menin MLL FP TR: displaces Texas Red mutant MLL peptide from human menin. O00255. Menin + Texas Red MLL mutant peptide, fluorescence polarization. Potency, µM (doses to about 61.6 µM), inactives show at the top dose FP activity change, negative = inhibition, most hits filed as inhibitors. hit rate 0.23% among 270,000. AID 1768; active = well fitted inhibition curve with a large enough effect in the polarisation, with a control signal flat, not every such curve was filed as active; inconclusive = small, poorly fitted or top-dose-only effect, or effect the other way, or a change in a side signal; inactive = no such curve, though single readings can be large or run the other way; the % refers to the polarisation; also: potency is read from the fitted curve at half-maximal effect; % of control where 0% means no effect; many of its hits are not listed in these tables
Target sequence (O00255 whole entry, looked up): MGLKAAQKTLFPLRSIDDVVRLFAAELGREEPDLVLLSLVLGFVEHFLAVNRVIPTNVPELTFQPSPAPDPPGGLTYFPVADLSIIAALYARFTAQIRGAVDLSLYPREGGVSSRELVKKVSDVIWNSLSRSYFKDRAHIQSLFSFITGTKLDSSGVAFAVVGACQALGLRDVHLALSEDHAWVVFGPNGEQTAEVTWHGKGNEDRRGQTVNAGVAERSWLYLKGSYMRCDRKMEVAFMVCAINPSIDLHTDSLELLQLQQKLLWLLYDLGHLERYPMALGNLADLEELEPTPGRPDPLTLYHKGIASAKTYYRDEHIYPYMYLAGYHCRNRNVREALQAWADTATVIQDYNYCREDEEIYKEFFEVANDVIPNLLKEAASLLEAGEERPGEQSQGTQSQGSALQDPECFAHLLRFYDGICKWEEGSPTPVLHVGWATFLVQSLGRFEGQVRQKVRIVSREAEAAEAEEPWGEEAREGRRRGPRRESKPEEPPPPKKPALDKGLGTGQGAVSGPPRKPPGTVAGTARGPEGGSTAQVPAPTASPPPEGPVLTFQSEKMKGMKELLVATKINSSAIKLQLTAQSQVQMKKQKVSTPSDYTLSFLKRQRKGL
B2AR arrestin: recruits beta-arrestin to the human beta2-adrenergic receptor | hit rate 0.02% among 330,000 | beta-arrestin recruitment to beta2AR, cell-based reporter | P07550 | Potency, µM (titrated, usually from 46.1 µM), for inactives: at the top dose activation, usual class: activators;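 also: potency is read from the fitted curve at half-maximal effect; 0% = DMSO controls and full agonism = EC100 isoproterenol or metaproterenol; nearly all actives have a fitted effect of over 65% in size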
Tb PFK block: blocks T. brucei phosphofructokinase; T. brucei PFK, ADP-Glo luminescence; Potency, µM (top dose mostly 57.5 µM), for inactives: at the highest dose activity, negative = inhibition, most hits filed as inhibitors; AID 485367; hit rate 0.17% among 330,000;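 also: potency is read from the fitted curve at half-maximal effect; 0% = uninhibited 1x PFK enzyme wells and -100% = no-enzyme wells; nearly all actives have a fitted effect of over 60% in size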
Target sequence (O15648 whole entry, looked up): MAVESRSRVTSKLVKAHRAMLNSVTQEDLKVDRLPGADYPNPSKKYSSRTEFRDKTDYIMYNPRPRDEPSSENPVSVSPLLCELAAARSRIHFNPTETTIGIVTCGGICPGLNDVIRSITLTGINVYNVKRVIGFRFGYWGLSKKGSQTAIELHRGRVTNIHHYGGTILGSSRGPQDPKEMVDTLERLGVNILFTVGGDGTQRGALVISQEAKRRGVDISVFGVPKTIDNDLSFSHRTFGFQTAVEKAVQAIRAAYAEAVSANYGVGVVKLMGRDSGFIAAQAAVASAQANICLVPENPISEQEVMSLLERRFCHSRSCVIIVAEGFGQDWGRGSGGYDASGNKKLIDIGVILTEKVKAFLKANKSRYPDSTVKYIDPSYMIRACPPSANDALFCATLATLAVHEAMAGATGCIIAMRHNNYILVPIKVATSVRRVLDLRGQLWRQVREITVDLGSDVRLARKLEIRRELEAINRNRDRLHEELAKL
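Activity is normalized to no-enzyme wells (full inhibition) and 1.25 nM enzyme wells (no inhibition). Reaction: 0.5 mM F6P, 0.1 mM ATP, 45 min RT, ADP-Glo luminescence; concentration-response curves fitted and classed by quality.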
GALK inh: inhibitors of human galactokinase; Potency, µM (series often up to 57.5 µM), for inactives: at the highest dose activity change, negative = inhibition, most hits filed as inhibitors; Purified GALK, Kinase-Glo residual ATP luminescence; hit rate 0.007% among 270,000; AID 1868; P51570; also: potency is read from the fitted curve at half-maximal effect; % is scaled to controls: 0 for no effect and ±100 for the full control effect
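Quantitative HTS: GALK 5 nM, ATP 35 uM, galactose 100 uM, 1 h room temperature, then luciferase-based ATP detection.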
a7 integrin act: integrin-mediated muscular dystrophy alleviation activation | hit rate 0.064% among 350,000 | alpha7betagal myoblasts, beta-gal FDG fluorescence, 48 h | Potency, µM (doses to about 38.3 µM), inactives show top-dose activation, actives largely listed as activators;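 also: potency is read from the fitted curve at half-maximal effect; 100% = response of the positive control SU9516; nearly all actives have a fitted effect of over 60% in size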
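Alpha7betagal+/- myoblasts (passage 13) were plated 16-24 hr, then exposed to compounds (1:260 dilution of DMSO stock) for 48 hours at 37C. After MPER lysis, β-galactosidase reporter activity was read as FDG fluorescence (ex 480/em 540) after 30 minutes.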
An asterisk follows results filed as active; ? = inconclusive; nt = no result given; [ ] = another dose, or the depositor's remark. Unless noted, calls follow the shape of the dose curve; as a rule, active = well fitted curve in the direction sought with a large enough effect; inconclusive = small, poorly fitted or top-dose-only effect, or another doubt; inactive = no such curve, though single readings can be large; an effect the other way counts as inactive or inconclusive.

SMILES	TSG101-PTAP inh	ASM inhibitor	PKM2 activator	Chronic BCR inh	Giardia kill	FBPA coupling cs	Menin MLL FP TR	B2AR arrestin	Tb PFK block	GALK inh	a7 integrin act
NS(=O)(=O)c1ccc(CNC(=O)c2ccc(S(=O)(=O)NCc3ccco3)cc2)cc1	2%	0%	nt	4%	8	nt	nt	0.4%	0%	nt	4%
COc1ccc(NC(C)=O)cc1NC(=O)CN1CCN(CC(=O)Nc2ccc(Cl)cc2)CC1	-2%	3%	-4%	?	-9	2	-22%	0.3%	-2%	-2%	-23%
COc1ccc(C)cc1NC(=O)CN1CCN(c2ccccn2)CC1	-2%	-4%	nt	-1%	-18	2	?	-0.7%	-1%	-2%	-15%
Cc1ccccc1OCCC(=O)N1CCN(S(=O)(=O)c2ccccc2F)CC1	-1%	3%	18%	3%	9	-2	1%	-1.0%	1%	3%	3%
COC(=O)C(C)N=Cc1ccccc1 (stereo unspecified)	0%	1%	-5%	-15%	-4	0	2%	-0.2%	-7%	-1%	-5%
CC1=NNC(=O)C1CC(=O)N/N=C/C=C/c1ccccc1 (stereo unspecified)	0%	3%	-3%	0%	2	2	nt	0.1%	?	-2%	-9%
Cc1ccc(C(=O)N/C(=C\c2cccc([N+](=O)[O-])c2)C(=O)OCN2C(=O)c3ccccc3C2=O)cc1	1%	-3%	0%	5%	24	2	7%	?	0%	2%	24%
COc1ccc(NS(=O)(=O)c2cccc(C(=O)O)c2)cc1	-9%	7%	2%	-1%	-10	1	-3%	0.2%	0%	0%	3%
CCOc1ccc(NC(=O)CSc2n[nH]c(=O)n2-c2ccccc2)cc1	-9%	5%	-4%	1%	-16	6	1%	0.1%	1%	3%	7%
COc1cccc(NC(=O)c2ccc(NCCCN3CCC(C)CC3)c([N+](=O)[O-])c2)c1	0%	-18%	-4%	?	-5	3	-4%	0.1%	1%	0%	-50%[inhibitor]
CC(=O)c1c(N)n(C)c(=O)n(C)c1=O	-1%	2%	0%	19%	11	0	-21%	-0.2%	-1%	0%	-13%
Cc1cc(C)nc(/N=C(\N)Nc2ccc(S(=O)(=O)Nc3nc(C)cc(C)n3)cc2)n1	nt	nt	4%	-1%	nt	12	3%	-1.0%	12%	-4%	nt
COc1cc(C)ccc1OCc1cc(C(=O)NC(C)Cn2cncn2)no1 (stereo unspecified)	0%	5%	-10%	7%	7	0	-1%	-0.4%	-15%	5%	-11%
O=C(Cn1cc(C(F)(F)F)ccc1=O)N1CCCc2ccccc21	0%	1%	nt	2%	3	nt	nt	-0.1%	-4%	nt	0%
Cc1ccc(S(=O)(=O)Cc2ccc(C(=O)N3CCN(Cc4ccccc4)CC3)o2)cc1	nt	nt	-5%	2%	nt	1	-9%	-0.9%	?	1%	nt
COc1ccccc1OCc1nc(Cc2ccc(Cl)cc2)no1	-2%	1%	3%	-1%	-13	-1	21%	0.0%	-2%	1%	16%
NC(=O)C1CCN(CC(O)CSc2ccccc2)CC1 (stereo unspecified)	-1%	-1%	4%	-8%	?	-5	nt	-1.1%	-6%	nt	4%
Cc1occc1-c1nnc(SCC(=O)N2CCOCC2)n1Cc1ccco1	-5%	1%	25µM*	0%	15	-2	-4%	-0.2%	5%	0%	-2%
CCc1[nH]nc2c1C(c1cccnc1)C(C#N)=C(N)O2 (stereo unspecified)	-4%	4%	-2%	nt	-7	0	-10%	nt	nt	3%	35%
COc1ccc2oc(C(=O)OC(C)C(=O)Nc3ccc(N4CCOCC4)cc3)c(C)c2c1 (stereo unspecified)	-2%	-3%	nt	?	-18	nt	nt	0.2%	3%	nt	0%
COc1cc(C(=O)Nc2ccccc2-c2nnn(CC(N)=O)n2)cc(OC)c1OC	-1%	1%	5%	1%	-6	-1	1%	-0.2%	-4%	1%	4%
NC(=O)/C=C/C(=O)Nc1ccc(Cl)cc1	0%	-2%	6%	?	-6	4	1%	0.2%	2%	12%	-30%
O=C(Nc1cccc(-c2nc3cc(Cl)ccc3o2)c1)C1CCCO1 (stereo unspecified)	-3%	-4%	-1%	?	1	0	1%	0.1%	21%	0%	-8%
COc1cc(/C=C(\CC(=O)O)c2nc3ccccc3s2)cc(OC)c1O	0%	13%	9%	?	-5	1	13%	0.3%	?	-3%	18%
Cc1sc2nc(CN3CCCC3)nc(N3CCC(C(N)=O)CC3)c2c1C	1%	22%	3%	-19%	-1	0	?	-0.5%	2%	-1%	7%
CCCNC(=S)NC1CC2CCC(C1)N2Cc1ccccc1 (stereo unspecified)	-3%	0%	1%	-1%	-14	0	-10%	-0.8%	0%	-1%	9%
COC(=O)CN(c1cccc(C(C)=O)c1)S(C)(=O)=O	-1%	2%	-3%	-6%	25	-1	9%	-0.1%	6%	0%	17%
COc1ccccc1OCCNC(=O)Cc1ccc(S(=O)(=O)N2CCOCC2)s1	-1%	nt	nt	3%	6	nt	nt	0.1%	1%	nt	17%
COC(=O)/C=C1/N/C(=N\c2nc(C)cc(C)n2)N(c2ccccc2)C1=O	-4%	1%	-15%	2%	-16	3	11%	-0.9%	0%	2%	-10%
O=C(CNC(=O)c1ccccc1)NCC(=O)OCC(=O)c1ccc([N+](=O)[O-])cc1	0%	-1%	17%	-2%	0	0	2%	-0.1%	0%	3%	-8%
O=C(Cn1c(=O)[nH]c2ccsc2c1=O)N1CCN(c2ccc(F)cc2)CC1	-13%	2%	8%	?	23	-1	-9%	-0.1%	-1%	0%	12%
COc1ccc(N(CC(=O)Nc2cccc(C(=O)O)c2)S(=O)(=O)c2c(C)noc2C)cc1	-3%	-4%	5%	?	-1	5	6%	0.2%	2%	-1%	13%
CCOC(=O)C1=C(CC)Nc2ccccc2N=C1NC(=O)c1cccc(S(=O)(=O)N2CCOCC2)c1	-5%	-2%	nt	?	13	nt	nt	6.8%	-2%	nt	-14%
CC(C)(C)c1ccc(C(=O)NCCC(=O)Nc2ccc3c(c2)OCCO3)cc1	1%	-2%	nt	11%	7	nt	nt	-0.5%	20%	nt	-20%
Cc1nnc(SCC(=O)Nc2ccc(S(=O)(=O)N3CCCC3)cc2)n1N	-2%	-3%	-2%	-7%	2	-1	-11%	0.0%	-4%	-5%	-5%
CC1CCCC(NC(=O)CSc2ncccc2C(=O)O)C1C (stereo unspecified)	-7%	1%	-9%	?	24	5	7%	-0.2%	26%	-3%	0%
O=C(NCc1cccs1)c1cccc(Nc2nc3ccc(Br)cc3[nH]2)c1	1%	-4%	7%	?	25	1	?	0.5%	-1%	1%	-1%
CC1CCCC(C)N1CCNC(=O)Nc1ccc(Cl)cc1 (stereo unspecified)	1%	3%	5%	?	-19	-1	-7%	0.5%	-8%	-1%	-35%
COc1cccc2cc(-c3ccnc(N)n3)oc12	-5%	5%	-5%	?	2	1	-2%	-0.1%	-5%	8%	-23%
O=C(N1CCCCC1)C1(c2ccccc2)CCOCC1	-4%	3%	1%	-1%	-6	-2	13%	3.6%	-3%	5%	-5%
CC(=O)N[C@@H](C)c1nc2ccccc2n1CCCN1CCN(c2nc(-c3ccc(C)cc3)cs2)CC1	-3%	2%	6%	?	-11	0	?	0.1%	4%	nt	0%
Cc1cc(C)nc(NS(=O)(=O)c2ccc(NC(=O)c3ccc(N4C(=O)CCC4=O)cc3)cc2)n1	-1%	13%	3%	3%	35[activator]	1	3%	-0.7%	5%	-3%	33%
CC1=CC2CC1C1C(=O)N(c3ccc(S(=O)(=O)Nc4nc(C)cc(C)n4)cc3)C(=O)C21 (stereo unspecified)	-2%	5%	2%	-2%	-11	6	-2%	-0.3%	3%	-1%	3%
CC(C)(C)Cc1nc(-c2ccccn2)no1	0%	-1%	-1%	?	3	0	18%	-0.6%	4%	0%	3%
O=C(Nc1ccccc1C(=O)NCc1ccccc1)c1ccco1	1%	-2%	-4%	?	-12	1	1%	-0.3%	4%	0%	-2%
COc1ccc(N2CC(NC(=O)N3CCN(C(=O)c4ccco4)CC3)CC2=O)cc1OC (stereo unspecified)	0%	2%	nt	?	-2	nt	nt	0.1%	-4%	nt	-18%
CC1(c2nnc(-c3ccncc3)o2)CC(c2ccc([N+](=O)[O-])cc2)=NO1 (stereo unspecified)	-3%	-12%	7%	1%	1	3	nt	-0.4%	0%	5%	13%
O=C1/C(=C/c2cccnc2)Sc2ccccc21	-5%	-4%	-1%	?	9	-3	31%[activator]	-0.5%	-10%	nt	-39%

High-throughput results deposited in PubChem BioAssay by National Center for Advancing Translational Sciences (NCATS).

These rows are one share of the data, so the mix of outcomes need not match the whole.
